# TRPC6 inhibitor = mouse TRPC6 channel inhibitors, primary screen, cell-based, HEK293, membrane potential dye. 310,000 compounds, 1.1% hits. Short transient receptor potential channel 6 (Mus musculus), Q61143. B-score at 10 µM. ACh-evoked depolarization; stronger effect = lower value. AID 2553, 2010;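 active means B-score under library mean minus 3 SD, initial fluorescence not abnormally high, positive integrated signal ratio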;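 further: B-score derived from integrated fluorescence ratio over the kinetic read; more negative B-score means stronger inhibition of depolarization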
# Target sequence (Q61143 whole entry, looked up): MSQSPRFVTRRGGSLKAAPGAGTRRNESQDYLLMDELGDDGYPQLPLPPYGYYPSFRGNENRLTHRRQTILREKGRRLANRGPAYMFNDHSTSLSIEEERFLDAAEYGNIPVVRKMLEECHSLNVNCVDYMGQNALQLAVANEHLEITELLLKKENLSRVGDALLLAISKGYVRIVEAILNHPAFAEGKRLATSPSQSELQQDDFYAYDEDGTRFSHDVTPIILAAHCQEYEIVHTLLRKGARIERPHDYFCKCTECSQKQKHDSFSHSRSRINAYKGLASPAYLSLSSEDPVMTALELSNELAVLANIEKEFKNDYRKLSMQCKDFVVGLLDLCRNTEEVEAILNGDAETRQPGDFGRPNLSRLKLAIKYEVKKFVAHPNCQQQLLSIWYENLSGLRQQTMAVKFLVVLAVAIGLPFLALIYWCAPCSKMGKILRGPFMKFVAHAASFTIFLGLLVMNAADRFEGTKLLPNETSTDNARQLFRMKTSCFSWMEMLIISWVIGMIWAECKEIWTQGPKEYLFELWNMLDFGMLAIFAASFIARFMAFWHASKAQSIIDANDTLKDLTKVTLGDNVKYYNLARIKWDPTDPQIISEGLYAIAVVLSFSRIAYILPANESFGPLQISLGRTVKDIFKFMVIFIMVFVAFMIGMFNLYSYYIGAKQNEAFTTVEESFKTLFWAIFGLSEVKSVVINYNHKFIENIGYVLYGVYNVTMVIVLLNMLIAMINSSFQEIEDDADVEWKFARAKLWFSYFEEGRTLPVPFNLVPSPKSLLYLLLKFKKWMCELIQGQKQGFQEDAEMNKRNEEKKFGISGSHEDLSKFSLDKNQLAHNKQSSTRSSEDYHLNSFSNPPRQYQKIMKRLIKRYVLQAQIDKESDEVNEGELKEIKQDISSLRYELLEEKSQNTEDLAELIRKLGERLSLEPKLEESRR
# MrgX1 antagonist = antagonists of human MrgX1 receptor, primary screen, HEK293 cells, Fluo-4 calcium flux; B-score at 10 µM; BAM8-22 antagonism; stronger effect = lower value; 310,000 compounds, 1.3% hits; Mas-related G-protein coupled receptor member X1 (Homo sapiens), Q96LB2; AID 588676, 2011;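 active means calcium-response B-score plate-corrected more than 3 library SD below zero, starting fluorescence within 5 deviations, no agonist response on first addition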;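 further: peak minus trough fluorescence over baseline after final BAM8-22 challenge near maximal dose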
# RGS4 block = RGS4 inhibitors, primary screen, cell-based, HEK293 M3R inducible RGS4, calcium flux | Regulator of G-protein signaling 4 (Homo sapiens), P49798 | Fluo-4 calcium flux; stronger effect = higher value; triggered by carbachol at its EC20 | B-score at 10 µM | 310,000 compounds, 0.45% hits;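 active means B-score, a plate-corrected calcium signal, over three deviations above library mean, with baseline fluorescence within five deviations of library mean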;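 further: RGS4 expression induced by doxycycline in cells with stable M3 receptor; B-score is computed from the integrated fluorescence ratio over baseline after carbachol; higher B-score means a larger calcium signal and so more RGS4 inhibition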
# MrgX1 agonist = agonists of human MrgX1 receptor, primary screen, HEK293 cells, Fluo-4 calcium flux; Mas-related G-protein coupled receptor member X1 (Homo sapiens), Q96LB2; Fluo-4 calcium fluorescence, agonist mode; stronger effect = higher value; 310,000 compounds, 0.44% hits; B-score at 10 µM;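 active means calcium response B-score plate-corrected fluorescence ratio at least 3 library SD, with starting fluorescence B-score inside 5 SD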
#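 Test system: Stable human MrgX1 HEK293 cell line | Schedule: Overnight plating before 1 h dye loading | Read-out basis: Baseline-normalised fluorescence change ratio, B-scored | Detection: Kinetic calcium dye fluorescence, Fluo-4 NW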
# HDAC3 inhib = HDAC3 deacetylase inhibitors, primary screen, biochemical, fluorescence, cell-free homogeneous; 320,000 compounds, 0.15% hits; inhibition, % at 8.3 µM; recombinant HDAC3, fluorogenic peptide/trypsin coupled; Histone deacetylase 3 (Homo sapiens), O15379; in the data active means inhibition above about 26%, passing the limit was not always enough; inconclusive means no clear call, values can overlap the other calls
# ANO1 activ = TMEM16A chloride channel activators or potentiators, primary screen, cell-based, HTS; Anoctamin-1 (Mus musculus), Q8BHY3; 340,000 compounds, 0.3% hits; HEK293 TMEM16A/YFP-H148Q/I152L, iodide quench fluorescence; stronger effect = lower value; B-score at 10 µM;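 active means fluorescence-ratio B-score plate-corrected deviation score at least 3 library SD below zero, with starting fluorescence score within 5 deviations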;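 further: channel opened by trigger with iodide after compound preincubation; score built on the fluorescence ratio of max minus min over baseline; more negative score means more quench and so TMEM16A activation or potentiation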
# SKKanGAS inh = S. pyogenes SKKanGAS growth inhibitors in kanamycin, primary screen, streptokinase expression inhibitor project, SKKanGAS strain, BacTiter-Glo luminescence | 6 h | inhibition, % at 7.5 µM | 300,000 compounds, 1.3% hits | AID 1662, 2009;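 active means mean replicate score, as percent of positive control median, at least 50; inconclusive means mean below 50 but one replicate at or above 50; inactive means mean and every replicate below 50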;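 further: strain carries kanamycin resistance gene driven by streptokinase promoter and grows in 40 µg/ml kanamycin; loss of luminescence reflects streptokinase promoter inhibition or plain growth inhibition; 0% = median of DMSO wells and 100% = positive control at its reference dose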
# MrgX1 allo act = positive allosteric modulators of MrgX1, primary screen, HEK293 cells, Fluo-4 calcium flux. FDSS; stronger effect = higher value. B-score at 10 µM. 310,000 compounds, 0.63% hits. AID 588675, 2011;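 active means plate-corrected calcium response at least 3 library SD above typical, normal starting fluorescence, not activating the receptor alone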;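 further: compound read alongside a low EC10 to EC30 dose of BAM8-22 agonist; peak minus trough fluorescence over baseline measured at the second addition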
# ANO1 block = TMEM16A chloride channel inhibitors, primary screen, cell-based, HTS; Anoctamin-1 (Mus musculus), Q8BHY3; 310,000 compounds, 1.2% hits; HEK293 TMEM16A/YFP iodide influx fluorescence, ionomycin; AID 588511, 2011; normalized B-score (activity score, 25-100; higher = stronger inhibition) at 10 µM;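 active means ratio plate-corrected score three or more library SD toward inhibition, starting fluorescence score within five deviations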;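 further: score derived from kinetic fluorescence span divided by baseline fluorescence per well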
# TRPC6 act = mouse TRPC6 channel activators, primary screen, cell-based, HEK293, membrane potential dye. HEK293-TRPC6 membrane potential dye fluorescence; stronger effect = higher value. Short transient receptor potential channel 6 (Mus musculus), Q61143. B-score at 10 µM. AID 2550, 2010. 310,000 compounds, 0.13% hits;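 active means B-score of the integrated fluorescence ratio above library mean plus 3 SD, and starting fluorescence ratio within library mean plus 5 SD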;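 further: higher score means more depolarization so channel activation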
# RGS4 pot = RGS4 potentiators or activators, primary screen, cell-based, HEK293 M3R inducible RGS4, calcium flux; carbachol calcium flux Fluo4; stronger effect = lower value; B-score at 10 µM; 310,000 compounds, 0.92% hits; AID 463111, 2010;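 active means B-score of the integrated calcium signal more than 4 SD below the library mean, with starting fluorescence not abnormally high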;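 further: negative B-score means reduced calcium response which marks RGS4 activation or potentiation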
#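 test system = M3R-expressing HEK293 line, RGS4 induced by doxycycline | probe or stimulus = carbachol at ECmax as muscarinic agonist stimulus | timing = dye loading 30 min 37 °C, buffer rest 30 min RT | signal = calcium dye Fluo4 fluorescence | evaluation = B score from integrated fluorescence ratio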
# Active calls of the source: *; i = inactive; u = inconclusive; x = not tested or not shown.
entry	mol	TRPC6 inhibitor	MrgX1 antagonist	RGS4 block	MrgX1 agonist	HDAC3 inhib	ANO1 activ	SKKanGAS inh	MrgX1 allo act	ANO1 block	TRPC6 act	RGS4 pot
1	CCN(CC)S(=O)(=O)c1ccc(NC(=O)C2CCCO2)cc1 (centres undefined)	i	i	i	i	-7	i	1	i	i	i	i
2	Cc1ccc(OCC(=O)N/N=C\c2ccncc2)c(C)c1	i	i	i	i	1	i	-4	i	i	i	i
3	O=C(Nc1nc2c(Cl)c(Cl)ccc2s1)C1CC1	i	i	i	i	-1	i	2	i	i	i	i
4	Cc1ccc(C)c(N2CCN(C(=O)CCCOc3cc(=O)n(C)c4ccccc34)CC2)c1	-6.2*	i	i	i	4	i	6	i	i	i	i
5	O=C(NNC(=S)NCCCN1CCOCC1)c1ccncc1	i	i	i	i	7	i	-11	i	i	i	i
6	CCc1ccc(S(=O)(=O)Nc2ccc(Br)cn2)cc1	i	i	i	i	u	i	9	i	i	i	i
7	CC(C)CCNc1nc2c(cc1C#N)COC(C)(C)C2	i	i	i	i	-7	i	8	i	i	i	i
8	CCSCc1nnc(SCC(=O)Nc2nc(C)cs2)n1C	i	i	i	i	0	x	1	i	i	i	i
9	Cc1ccccc1OCCNC(=O)CSc1ccc(C(F)(F)F)cc1[N+](=O)[O-]	i	i	i	i	13	i	-5	i	i	i	i
10	COC(=O)C(NC(=O)CCc1c(C)nc2c(c(C)nn2-c2ccccc2)c1C)C(C)C (centres undefined)	i	i	i	i	-6	i	-7	i	i	i	i
11	COc1ccc(N2CCN(C(=O)c3cccc4nc(C)oc34)CC2)cc1	i	i	i	i	10	i	1	i	i	i	i
12	COc1ccc(CCNS(=O)(=O)CCNC(=O)c2ccccc2)cc1	i	i	i	i	-3	i	2	i	i	i	i
13	CC1(C)Cc2c(cnn2-c2cccc(F)c2)C(NC(=O)Cn2cccn2)C1 (centres undefined)	i	i	i	i	5	i	-4	i	i	i	i
14	CCOC(=O)c1ccc(NC(=O)c2ccc3c(c2)C(=O)N(CC2CCCO2)C3=O)cc1 (centres undefined)	i	i	i	i	13	i	6	i	i	i	i
15	Cc1c(C(=O)OCC(=O)Nc2ccc(C(=O)N(C)C)cc2)oc2ccccc12	i	i	i	i	7	i	-3	i	i	i	i
16	N/C(CC(=O)Nc1cccc(C(F)(F)F)c1)=N/O	i	i	i	i	2	i	-2	i	i	i	i
17	CSc1ncccc1C(=O)OCc1c(F)cccc1Cl	i	i	i	i	-11	i	16	i	i	i	i
18	CCCCN(C)C(=S)Nc1ccc(Oc2ccccc2)cc1	i	-6.3*	i	i	7	i	-10	i	i	i	i
19	Cc1csc(N)n1	i	i	i	i	1	i	1	i	i	i	i
20	CCOC(=O)C1=C(C)NC(=O)C(C#N)C1c1ccco1 (centres undefined)	i	i	i	i	2	i	-5	i	i	i	i
21	COc1ccc(S(=O)(=O)N2CCN(CCCOc3ccc(F)cc3)CC2)cc1OC	i	i	i	i	-4	i	2	i	i	i	i
22	Cc1nc2ccccn2c1C(=O)NNC(=S)Nc1ccccc1	i	i	i	i	0	i	12	i	i	i	i
23	COc1ccc(C)cc1NC(=O)C(Sc1nnc2ccccn12)c1ccccc1 (centres undefined)	i	i	i	i	3	i	1	i	i	i	i
24	O=C(NN=C1CCCCCC1)c1cn(-c2ccccc2)nc1-c1ccccc1	i	i	i	i	1	i	8	i	i	i	i
25	N#Cc1c(N2C(=O)Nc3ccccc3N2O)sc2c1CCCCCC2	i	i	5.2*	i	7	i	11	i	i	i	i
26	O=C(Nc1ccc(F)cc1)C1(S(=O)(=O)c2ccc(Cl)cc2)CC1	i	i	i	i	0	i	-4	i	i	i	i
27	CN(C)CCNC(=O)c1ccc(Sc2ccc(Br)cc2)c([N+](=O)[O-])c1	i	i	i	i	-6	i	4	i	i	i	i
28	Cc1[nH]c2ccc(C(=O)Nc3ccncc3)cc2c1C	i	i	i	i	-3	i	3	i	i	i	i
29	COc1ccc(-c2noc(CCCC(=O)Nc3cccnc3)n2)cc1OC	i	i	i	i	-6	i	-11	i	i	i	i
30	NC(=O)N/N=C/c1ccc(-c2ccc([N+](=O)[O-])cc2)o1	i	i	i	i	16	i	-6	i	i	i	i
31	CC(=O)Nc1cccc(C(=O)OCC(=O)Nc2ccc(Cl)cn2)c1	i	i	i	i	3	i	-8	i	i	i	i
32	CCc1ccc2c(c1)cc(CN(Cc1ccco1)C(C)=O)c1nnnn12	i	i	i	i	-6	i	-7	i	i	i	i
33	CCOC(=O)N1CCN(C(=O)C(=O)Nc2sc3c(c2C#N)CC(C)(C)OC3)CC1	i	i	i	i	4	i	3	i	i	i	i
34	Cn1cc(S(=O)(=O)Nc2cccc3ccccc23)c(=O)n(C)c1=O	i	i	i	i	x	i	1	i	i	i	i
35	CC1CCN(S(=O)(=O)c2cn(CC(=O)N3CC(C)CC(C)C3)c(=O)c3ccccc23)CC1 (centres undefined)	i	i	i	i	-4	i	0	i	i	i	i
36	Cc1cc(/C=C2/C(=O)N(C)C(=S)N2C)ccc1N1CCCC1	i	i	i	i	-3	i	-11	7.6*	i	i	i
37	O=C1CS/C(=N/N=C\c2ccn[nH]2)N1	i	i	i	i	4	i	-5	i	i	i	i
38	COCCCNC(=O)c1ccc(CSCc2ccc(C)cc2)o1	i	i	i	i	0	i	-3	i	i	i	i
39	COc1cccc(C2=NOC(C(=O)Nc3cccnc3Cl)C2)c1 (centres undefined)	i	i	i	i	1	i	-10	i	i	i	i
40	C/C(=C\c1ccc(Br)cc1)C(=O)c1c(C)cc(C)[nH]c1=O	i	i	i	i	6	i	3	i	i	i	i
41	O=C(NNS(=O)(=O)c1ccc(F)cc1)c1cc2ccccc2cc1O	i	i	i	i	3	i	0	i	100*	i	i
42	COc1cccc(C(=O)NCCN2CCOCC2)c1	i	i	i	i	0	i	-3	i	i	i	i
43	c1ccc(C(c2ccccc2)N2CCN(Cc3nnnn3C3CCCCC3)CC2)cc1	i	i	i	i	-10	i	18	i	i	i	i
44	Cc1ccc(C(=O)O)cc1-c1ccc(/C=C2/NC(=O)N(c3ccccc3)C2=O)o1	i	i	i	i	1	i	30	i	i	i	i
45	Cc1ccsc1C(=O)N(c1nc2ccccc2s1)c1c(C)cccc1C	i	i	i	i	2	i	u	i	i	i	i
46	O=c1c2ccccc2c(C=NCc2ccccn2)c(O)n1-c1ccccc1Cl	i	i	i	i	5	i	-1	i	i	i	i
47	Cc1ccc(CN2CCCC(CO)(Cc3ccccc3C)C2)s1 (centres undefined)	i	i	i	i	0	i	32	i	i	i	i
48	CC1(C)CC(=NOC(=O)c2ccccc2)CC(C)(C)N1O	i	i	i	i	-7	i	1	i	i	i	i
49	COc1ccc(NC(=O)C2CC(=O)n3ncnc3N2)cc1 (centres undefined)	i	i	i	i	4	i	-10	i	i	i	i
50	COC(=O)[C@H](Cc1ccccc1)NC(=O)N1CCN(c2ccc(F)cc2)CC1	i	i	i	i	-7	i	-2	i	i	i	i
51	O=C(/C=C/c1ccc(F)cc1)Nc1cccc(S(=O)(=O)Nc2cccc(C(F)(F)F)c2)c1	i	i	i	i	6	i	-7	i	i	i	i
52	N#CCCN(Cc1cccnc1)C(=S)Nc1ccc(OC(F)F)cc1	i	i	i	i	4	i	2	i	i	i	i
53	CN(Cc1ccccc1)S(=O)(=O)c1ccc2[nH]c(=O)oc2c1	i	i	i	i	-6	i	-2	i	i	i	i
54	Cn1cccc1-c1nc2ccccc2[nH]1	i	i	i	i	0	i	1	i	i	i	i
55	O=C(O)c1cccc(NS(=O)(=O)c2ccc(Cl)c(C(=O)O)c2)c1	i	i	i	i	2	i	10	i	i	i	i
56	CC(=O)N1c2ccc(S(=O)(=O)N3CCCC(C(=O)Nc4cccc(Cl)c4)C3)cc2CC1C (centres undefined)	i	i	i	i	9	i	-5	16*	i	i	i
57	COCCn1c(SCC(=O)Nc2ccc(S(=O)(=O)N3CCOCC3)cc2)nc2ccccc21	i	i	i	i	1	i	5	i	i	i	i
58	CCOC(=O)CN(C(=O)COc1nc(C)cc(C)c1C#N)c1ccc(Cl)cc1	i	i	i	i	3	i	6	i	i	i	i
59	O=C(c1ccc(CSc2nc3ccncc3[nH]2)cc1)N1CCCCC1	i	i	i	i	-5	i	-1	i	i	i	i
60	CCOC(=O)c1c(S(=O)(=O)NCC(=O)NCc2ccccc2Cl)c(C)n(C)c1C	i	i	i	i	-2	i	4	i	i	i	i

# Next records.
entry	mol	TRPC6 inhibitor	MrgX1 antagonist	RGS4 block	MrgX1 agonist	HDAC3 inhib	ANO1 activ	SKKanGAS inh	MrgX1 allo act	ANO1 block	TRPC6 act	RGS4 pot
61	COCCN1C(=O)C(=O)/C(=C(/O)c2ccc(S(=O)(=O)N3CCOCC3)cc2)C1c1ccc(O)c(OC)c1 (centres undefined)	i	i	i	i	0	i	-10	i	i	i	i
62	O=C(CC1Nc2ccccc2NC1=O)NCCc1ccccc1 (centres undefined)	i	i	i	i	-11	i	-5	i	i	i	i
63	CSCC[C@H](NC(=O)N1CCn2c1nc1ccccc12)C(=O)NCc1ccc2c(c1)OCO2	i	i	i	i	-4	i	-8	i	i	i	i
64	COc1ccccc1OCC(=O)Nc1nnc(C2CCCC2)s1	i	i	i	i	-3	i	-7	i	i	i	i

# Screens deposited in PubChem by several laboratories.
